# Screens (PubChem BioAssay)
# All columns: NCI-60 one-dose screen, growth in % after 48 h at 10 µM unless noted; 100 = growth as untreated, 0 = no growth, -100 = all killed.
# SR = SR leukemia cells; actives 8.7% (n = 73,000)
# T-47D = T-47D breast cancer; actives 5% (n = 79,000); AID 1794792
# HS 578T = HS 578T breast cancer. actives 4.1% (n = 78,000). AID 1794788
# MDA-MB-231 = MDA-MB-231 breast cancer; actives 5% (n = 81,000); AID 1794789
# K-562 = K-562 leukemia; actives 7.4% (n = 78,000); AID 1794777
# MDA-MB-468 = MDA-MB-468 breast cancer | actives 8.5% (n = 78,000) | AID 2202374
# MCF7 = MCF7 breast cancer. AID 1794796. actives 6.3% (n = 82,000)
# BT-549 = BT-549 breast cancer | actives 4.4% (n = 78,000)
# * hit, by the source's call; · = no result given; & = joins results of further samples; [ ] = another dose, or the depositor's remark. Rule for the calls: active = growth percent below 10; inactive = the rest.
SMILES,SR,T-47D,HS 578T,MDA-MB-231,K-562,MDA-MB-468,MCF7,BT-549
O=C(CN1C(=O)C(=O)O/C1=C/c1ccccc1)OCc1ccccc1,97,111,108,122,111,104,104,102
COC(=O)c1cccc2c1CC[C@@H](C)[C@]21C[C@@H](c2ccoc2)OC1=O,105,96,103,107,95,109,97,94
COc1cc(/C(Cl)=C/C=C/C(=O)c2c(C)[n+]([O-])c3ccc(Cl)cc3[n+]2[O-])cc(OC)c1OC,2.0*,22,17,30,13,-11*,0.6*,37
c1ccc2c(c1)CNc1ccccc1-2,115&97,112&103,99&111,111&106,106&111,101&112,99&103,112&106
CNc1nnc(Cn2nc(-c3ccccc3)ccc2=O)s1,95,99,110,110,97,107,97,123
COc1ccc2cc([C@H](C)C(=O)O)ccc2c1,·,100,110,101,98,101,105,114
Cc1nc(N2CCCCC2)[nH]c(=O)c1CN(C)N=O,108,94,103,116,97,·,109,111
O=C(Nc1ccc(N=Nc2ccc(S(=O)(=O)O)cc2)cc1)c1ccc(N=Nc2ccc3c(S(=O)(=O)O)cccc3c2O)cc1,89,94,93,101,97,104,90,112
COc1ccc(N2C(=O)c3cc(OC)c(OC)cc3NC2SCc2ccccc2)cc1 (configuration not stated),83,99,125,92,89,108,96,106
O=C(Nc1nc2ccc([N+](=O)[O-])cc2s1)Nc1ccccc1Br,23,34,47,73,21,33,25,72
CCOC(=O)c1sc(-c2ccc(OS(=O)(=O)c3ccc(Br)s3)c(C=O)c2)nc1C,14,31,28,5.0*,9.4*,18,1.0*,9.2*
COc1ccc(C(=O)/C=C/c2ccccn2)c(O)c1,-1.9*,62,88,82,42,57,16,77
O=[N+]([O-])c1ccc2c(c1)C(N1CCN(CCO)CC1)Cc1ccc(F)cc1S2 (configuration not stated),66,76,82,92,72,·,79,73
COCCn1c(C)nc2ccccc2c1=O,48,88,76,46,15,65,53,83
Nc1nc2c(ncn2COCCO)c(=O)[nH]1,·,111,129,104,106,113,·,108
COC(=O)[C@H](C)NC(=O)CNC(=O)c1cccc2c(=O)c3ccccc3[nH]c12,100,106,97,107,102,103,97,·
NS(=O)(=O)c1ccc(-n2cc(CN3CCN(C4CCCCC4)CC3)nn2)cc1,92,99,103,101,99,99,96,111
COc1ccc2c(ccc3c(C(=O)/C=C/c4ccc(N(C)C)cc4OC)cc(C(=O)c4ccc(Br)cc4)n32)c1,98,95,103,94,92,87,97,108
O=C(O)c1cc2ccccc2n1O,98,91,94,94,95,104,100,111
COc1ccc(Oc2ccc(/C=N/NC(=O)CSc3nc4ccccc4c(=O)n3-c3ccc(Cl)cc3)cc2)cc1,73,38,-4.5*,47,58,67,49,89

# Single records, as listed above. Values in the order: SR | T-47D | HS 578T | MDA-MB-231 | K-562 | MDA-MB-468 | MCF7 | BT-549
# Profile of O=C(O)c1cc2ccccc2n1O = 98 | 91 | 94 | 94 | 95 | 104 | 100 | 111
# Profile of O=[N+]([O-])c1ccc2c(c1)C(N1CCN(CCO)CC1)Cc1ccc(F)cc1S2 (configuration not stated) = 66 | 76 | 82 | 92 | 72 | · | 79 | 73
# Profile of Nc1nc2c(ncn2COCCO)c(=O)[nH]1 = · | 111 | 129 | 104 | 106 | 113 | · | 108
# Profile of COCCn1c(C)nc2ccccc2c1=O = 48 | 88 | 76 | 46 | 15 | 65 | 53 | 83
# Profile of O=C(Nc1ccc(N=Nc2ccc(S(=O)(=O)O)cc2)cc1)c1ccc(N=Nc2ccc3c(S(=O)(=O)O)cccc3c2O)cc1 = 89 | 94 | 93 | 101 | 97 | 104 | 90 | 112

# Returning to the listing, starting 3 compounds before the break.
SMILES,SR,T-47D,HS 578T,MDA-MB-231,K-562,MDA-MB-468,MCF7,BT-549
COc1ccc2c(ccc3c(C(=O)/C=C/c4ccc(N(C)C)cc4OC)cc(C(=O)c4ccc(Br)cc4)n32)c1,98,95,103,94,92,87,97,108
O=C(O)c1cc2ccccc2n1O,98,91,94,94,95,104,100,111
COc1ccc(Oc2ccc(/C=N/NC(=O)CSc3nc4ccccc4c(=O)n3-c3ccc(Cl)cc3)cc2)cc1,73,38,-4.5*,47,58,67,49,89
COc1ccc(-c2nn(-c3ccccc3)cc2C2CC(c3cc4ccccc4oc3=O)=NN2C(C)=O)cc1 (configuration not stated),123,101,100,105,114,111,95,104
O=C(Cn1cc(CN2CCN(c3ccnc4cc(Cl)ccc34)CC2)nn1)Nc1ccccc1Cl,96,86,93,82,78,87,95,86
N#CCNC(=O)Cc1ccccc1,93,119,118,121,101,92,103,·
CC(=O)N1N=C(c2ccc(Cl)cc2)CC1c1c(C)nn(-c2ccccc2)c1N1CCOCC1 (configuration not stated),84,86,92,85,97,93,90,77
Nc1nc(Br)nc2c1ncn2C1CC(O)C(CO)O1 (configuration not stated),52,70,92,87,79,100,28,50
CN(C)c1ccc(-c2c(NC(C)(C)C)nc3c(OCCc4ccccc4)cccn23)cc1,-0.8*,10,24,26,3.1*,-20*,1.5*,42
C#CCOc1ccccc1C(Nc1cc(Cl)cc(Cl)c1)c1nnnn1C1CCCCC1 (configuration not stated),70,70,85,83,67,79,91,107
Cc1ccc(-c2ccc(CCC(=O)Nc3ncc(Cc4ccc(F)cc4)s3)o2)cc1,42,75,96,91,101,94,89,98
CN(C)c1ccc(C2CC(=O)c3c(oc4cc(O)c(O)cc34)C2)cc1 (configuration not stated),75,86,99,88,96,96,89,81
CCCCCCNC(=O)Oc1ccc(/C(=C(\C)c2ccc(OC)cc2)c2ccc(OCCN(C)C)cc2)cc1,13,68,83,72,9.8*,95,24,85
CC(=O)NCCc1ccccc1,93,102,102,100,101,103,101,·
O=C1C=CC(=O)N1c1n[nH]c2nc3ccccc3cc12,98,105,106,103,100,93,100,104
CCN(CC)CCSCCCNc1c2ccc(Cl)cc2nc2ccc(OC)cc12,-20*,-33*,6.7*,-60*,-13*,-50*,-33*,5.3*
COc1ccc(NC(=O)n2nc(/C=C\c3ccc(O)c(OC)c3)cc2/C=C\c2ccc(O)c(OC)c2)cc1,·,35,29,37,9.2*,35,16,31
Cc1cnnn1-c1nonc1-n1cccc1,·,86,116,112,·,116,118,97
CCn1c(O)c(C=Nc2ccccc2)s/c1=N/Nc1nc(-c2ccc([N+](=O)[O-])cc2)cs1,72,72,94,78,74,83,75,114
O=c1[nH]c(O)c(C=c2ccc(=C3N=c4c(c5ccccc5c5ccccc45)=N3)cc2)s1,21,62,82,84,32,48,54,36
BrCC1OC(c2ccccc2)C(c2ccccc2)O1 (configuration not stated),102,105,106,106,93,113,105,107
C#CCOc1cc(-c2nc3sccn3c2-c2ccnc(SC)n2)ccc1F,71,61,102,91,·,96,80,102
COc1ccc([C@H]2[C@H](O)C(=O)N2c2cc(OC)c(OC)c(OC)c2)cc1F,9.3*,69,3.9*,24,8.8*,26,11,-21*

# A second format for part of the listing above.
COc1ccc(-c2nn(-c3ccccc3)cc2C2CC(c3cc4ccccc4oc3=O)=NN2C(C)=O)cc1 (configuration not stated)
  SR: 123
  T-47D: 101
  HS 578T: 100
  MDA-MB-231: 105
  K-562: 114
  MDA-MB-468: 111
  MCF7: 95
  BT-549: 104

O=C(Cn1cc(CN2CCN(c3ccnc4cc(Cl)ccc34)CC2)nn1)Nc1ccccc1Cl
  SR: 96
  T-47D: 86
  HS 578T: 93
  MDA-MB-231: 82
  K-562: 78
  MDA-MB-468: 87
  MCF7: 95
  BT-549: 86

N#CCNC(=O)Cc1ccccc1
  SR: 93
  T-47D: 119
  HS 578T: 118
  MDA-MB-231: 121
  K-562: 101
  MDA-MB-468: 92
  MCF7: 103
  BT-549: ·

# Later entries.
SMILES,SR,T-47D,HS 578T,MDA-MB-231,K-562,MDA-MB-468,MCF7,BT-549
Nc1nc(=S)c2[nH]c(=S)[nH]c2[nH]1,90,104,115,103,94,96,105,103
Cc1ccc(S(=O)(=O)N/N=C/C(=O)O)cc1,·,102,96,121,109,112,99,96
CCc1nn2c(-c3ccc(Cl)cc3)c(-c3cc(OC)c(OC)c(OC)c3)nc2s1,73,68,73,76,109,87,·,98
CC(O)CCNC(c1ccccc1)C(O)c1ccccc1 (configuration not stated),105,99,110,104,101,116,100,110
O=C(O)c1cn(C2CC2)c2cc(N3CCN(C(=O)CSc4nnc(-c5ccc(Cl)cc5)n4-c4ccccc4)CC3)c(F)cc2c1=O,90,78,101,106,96,101,110,99
CC1(C)CC[C@]2(C(=O)OC(=O)[C@]34CCC(C)(C)C[C@@H]3C3=CC[C@@H]5[C@@]6(C)CCC(=O)C(C)(C)[C@@H]6CC[C@@]5(C)[C@]3(C)CC4)CC[C@]3(C)C(=CC[C@@H]4[C@@]5(C)CCC(=O)C(C)(C)[C@@H]5CC[C@]43C)[C@H]2C1,65[100 µM],48[100 µM],57[100 µM],46[100 µM],36[100 µM],61[100 µM],52[100 µM],75[100 µM]
CC(C)(CCC(=O)O)[N+](=O)[O-],·,104,74,115,·,105,101,111
OC1C2COC(O2)C2OC(c3ccccc3)OC12 (configuration not stated),100,109,106,113,93,102,101,99
CSc1ccc(/C(=N/N=C(N)N)c2ccc(Cl)cc2)cc1,-16*,50,4.0*,7.6*,1.8*,-36*,0.2*,-37*
O=S(=O)(NCCNc1nccc(-n2ccc3cccnc32)n1)c1cccc(Br)c1,102,96,101,95,100,88,104,·
CN1C(=O)c2c3ccccc3nc3c2c1c(O)c1ccccc13,98,97,103,91,99,93,83,123
COc1cc(-c2nc(SC(C)C)nc(Nc3cccc(C)c3)c2C#N)cc(OC)c1OC,95,·,104,99,99,117,98,107
Cc1ccc(O)c(C(=O)c2ccccc2Cl)c1,·,108,·,109,91,106,101,94
Cc1ccc(NN)c(Br)c1,95,104,113,80,106,100,96,106
CC1(C)CC[C@]2(C(N)=O)CC[C@]3(C)C(=CC[C@@H]4[C@@]5(C)C/C(=C/c6ccncc6)C(=O)C(C)(C)[C@@H]5CC[C@]43C)[C@@H]2C1,2.6*[100 µM],-25*[100 µM],-22*[100 µM],-75*[100 µM],3.8*[100 µM],-25*[100 µM],-37*[100 µM],-25*[100 µM]
NNCCc1ccccc1,104&106,95&106,94&116,83&93,105&91,90&113,87&99,107&103
C#Cc1cccc(NC(=O)C2CCCN(C(=O)CCl)C2)c1 (configuration not stated),11[8.25 µM],84[8.25 µM],86[8.25 µM],81[8.25 µM],20[8.25 µM],66[8.25 µM],59[8.25 µM],55[8.25 µM]
CCN(CC)CCOC(=O)c1cc(OCc2ccccc2)c(OCc2ccccc2)c(OCc2ccccc2)c1,1.2*,67,66,16,0.8*,44,8.2*,87
CC1=CC2C(C3C=CC2(C)C(=O)C3(C)O)C(C)(O)C1=O (configuration not stated),94,118,·,110,·,101,96,112
